Screening data (PubChem)
p53ts 39C tox: p53ts cell cytotoxicity, nonpermissive temperature | Potency, µM (titrated, usually from 46.1 µM), inactives show at the top dose activity change, negative = cell killing, most hits filed as cytotoxic | AID 902 | 1.5% of 130,000 active | H1299-p53A138V viability at 39C, ATP luminescence, 24 h; note: nearly all actives have a fitted effect of over 55% in size
p53ts 32C kill: kills p53ts cells at the permissive temperature. H1299-p53A138V at 32C, ATP luminescence viability, 24 h. Potency, µM (doses to about 46.1 µM), without a hit: at the highest dose activity change, negative = cytotoxicity, most hits filed as cytotoxic. 0.93% of 130,000 active. AID 924;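 note: 0% = DMSO and -100% = full killing by reference compound; nearly all actives have a fitted effect of over 55% in size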
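Cells: H1299 p53ts (A138V), 600/well, pre-incubated 16–30 h at 37C. Cpd up to 46 uM, 24 h, 32C. Readout: ATPlite luminescence, 20 min RT. Normalization: DMSO vs tamoxifen 100 uM. AC50 by Hill equation.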
IkB signaling: IkB pathway inhibition in ABC-DLBCL cells; 0.04% of 110,000 active; ABC-DLBCL IkBa-CBG/CBR dual luciferase ratio, 4 h; response scale: scaled: untreated 0%, proteasome inhibitor 100%; Potency, µM (titrated, usually from 57.1 µM), for the others: at the highest dose IkBa stabilization activation; active = well fitted curve in the direction sought with a large enough effect in the signal ratio, not every such curve was filed as active; inconclusive = small, poorly fitted or top-dose-only effect, or a change in a side signal; the % refers to the signal ratio;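 note: the direction sought is a rising ratio; 0% = basal untreated cells and 100% = reference inhibitor full response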
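In this assay, an IκBα–CBG68 fusion accumulates when IKK-driven degradation is blocked; native CBR normalizes for cell number. OCI-Ly3 cells were treated 4 h with compound and doxycycline, then green and red light read after Chroma-Glo addition.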
Peg3 imprint: genomic imprint erasure induction; mouse ES Peg3-LacZ reporter, beta-gal luminescence, 40 h; AID 1948; 0.02% of 110,000 active; Potency, µM (top dose mostly 60.7 µM), inactives show at the top dose activity change, positive = activation, most hits filed as activators;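 note: 0% = negative control wells on the plate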
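Each well holds 300 Peg3LacZ-Neo (maternal) female ES cells incubated 40 h at 37C, 5% CO2. LacZ is measured by BetaGlo luminescence, with AC50 and maximum efficacy derived from dose-response curves.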
Active calls of the source: *; ? = inconclusive; / = not tested or not shown; & = joins results of further samples; [ ] = another dose, or the depositor's remark. Unless noted, calls come from the whole dose curve; as a rule, active = well fitted curve in the direction sought with a large enough effect; inconclusive = small, poorly fitted or top-dose-only effect, or another doubt; inactive = no such curve, though single readings can be large; an effect the other way counts as inactive or inconclusive. Unless noted, % is set by controls: 0 for no effect and ±100 for the full control effect; potency is the fitted concentration of half-maximal effect.

SMILES | p53ts 39C tox | p53ts 32C kill | IkB signaling | Peg3 imprint
CCOC(=O)C1CCN(C(=O)C2CC(=O)N(c3ccc(C)cc3)C2)CC1 (stereo unspecified) | 5% | 10% | -0.7% | 2%
CC(C)(C)c1cc(Cc2ccccc2)[nH]n1 | 9% | 9% | -2.6% | 0%
Cc1ccc(NC(=O)CC2SC3=NCCN3C2=O)cc1 (stereo unspecified) | -1% | -4% | ? | -30%
O=C(CCN1CCOCC1)Nc1ccc(F)cc1F | -1%[9.22 µM] | 6%[9.22 µM] | -0.7%[11.4 µM] | -12%[10.9 µM]
O=C(COC(=O)c1ccncc1)NCc1ccccc1 | 4% | -3% | 0.7% | -9%
O=[N+]([O-])c1cccc(C(F)(F)F)c1 | -9% | 18%[1.84 µM] | -1.1% | 10%
Cc1ccc(N2C(=O)C(Cl)=C(N3CCN(C)CC3)C2=O)c(C)c1 | 24% | 0% | / | /
CC1(C)CC(=O)C(C(C2=C(O)CC(C)(C)CC2=O)c2cccnc2)C(=O)C1 (stereo unspecified) | -9% | -5% | 1.6% | 2%
O=C(c1cc(-c2cccc(O)c2)on1)N1CCc2ccccc2C1 | 4% | -26% | ? | -19%
COc1ncc2ncc(=O)n(Cc3ccc(F)cc3)c2n1 | 0% | -4% | 0.2%[11.4 µM] | /
O=C(c1ccco1)n1nc(-c2ccccc2)nc1NCc1ccccc1Cl | 6% | -5% | 1.6% | -1%[10.9 µM]
Cc1ccc(Cn2c(CCCNC(=O)C3CCCCC3)nc3ccccc32)cc1 | -26% | 21% | 0.8% | -12%[10.9 µM]
COc1ccc(Nc2c(-c3ccc(N4CCOCC4)cc3)nc3ncccn23)cc1OC | ? | -8% | 2.8% | -2%[10.9 µM]
O=C1C=C(N2CCN(C(=O)c3ccccc3)CC2)C2(CCCCC2)O1 | 3% | 7% | / | /
O=C(O)CCCCCNC(=O)c1cccc(Br)c1 | 4% | -3% | ? | 1%
CC1CCN(S(=O)(=O)c2nnc(NC(=O)c3cccc(Cl)c3)s2)CC1 | -3% | -1% | 1.5% | -13%[10.9 µM]
COCCNC(=O)CCCn1c(SCC(=O)NCc2ccc(C)cc2)nc2c(sc3ccccc32)c1=O | -7% | 2% | 3.0% | 3%[10.9 µM]
CCC(=O)N1CCc2cc(CNS(=O)(=O)c3ccc(NC(=O)CC(C)C)cc3)ccc21 | -15% | 24% | ? | -4%[10.9 µM]
COc1ccc(CNC(=O)C(c2cccs2)N(Cc2ccco2)C(=O)Cc2cccs2)cc1 (stereo unspecified) | ? | -21% | / | /
O=C(O)c1cc(O)c2c(c1)C(=O)c1cccc(O)c1C2=O | 3%&-7% | -2% | ? | -14%&-4%

Record cards, as listed above. Values in the order: p53ts 39C tox	p53ts 32C kill	IkB signaling	Peg3 imprint
COc1ccc(CNC(=O)C(c2cccs2)N(Cc2ccco2)C(=O)Cc2cccs2)cc1 (stereo unspecified) across the screens: ?	-21%	/	/
O=C(c1ccco1)n1nc(-c2ccccc2)nc1NCc1ccccc1Cl across the screens: 6%	-5%	1.6%	-1%[10.9 µM]
COCCNC(=O)CCCn1c(SCC(=O)NCc2ccc(C)cc2)nc2c(sc3ccccc32)c1=O across the screens: -7%	2%	3.0%	3%[10.9 µM]
O=C(O)c1cc(O)c2c(c1)C(=O)c1cccc(O)c1C2=O across the screens: 3%&-7%	-2%	?	-14%&-4%

(more compounds)
SMILES | p53ts 39C tox | p53ts 32C kill | IkB signaling | Peg3 imprint
C=CCNc1nc(NCCO)nc(N2CCCC2)n1 | 9% | -2% | -0.4% | -6%
CSc1nsc(SCC(=O)Nc2ccc3c(c2)OCCO3)n1 | -17% | 2% | -1.8% | -31%[inhibitor]
CCOC(=O)N1CCC(NC(=O)CS(=O)(=O)Cc2nc(-c3ccc(C)cc3)oc2C)CC1 | 0% | -6% | -0.5% | -5%
CCOC(=O)c1c(S(=O)(=O)NCC(=O)N2CCN(c3cc(C)ccc3C)CC2)c(C)n(C)c1C | -11% | 8% | -0.9% | -3%[10.9 µM]
CCC(=O)NCCN1CCN(C(=O)CC)CC1 | 4% | 0% | -0.9% | -6%
COc1cccc(N2C(=O)N(Cc3ccc(C#N)cc3)c3ccccc3S2(=O)=O)c1 | -8% | 15% | -1.0% | -5%[10.9 µM]
CCc1ccc(C2C(C#N)=C(N)SC(N)=C2C#N)cc1 | 5% | 7% | ? | -5%
Cc1cccc(NCc2nnc3n2CCCCC3)c1C | 34%[activator] | 5% | 0.5% | ?
O=C(O)C1CC=CCC1C(=O)NCc1ccccc1 (stereo unspecified) | 9% | 2% | 1.2% | 12%
CC1CCc2nc3ccc(S(=O)(=O)N4CCC(C(=O)NCc5ccccc5Cl)CC4)cc3c(C(=O)O)c2C1 (stereo unspecified) | -2% | 11% | -0.9% | -8%[10.9 µM]
Cc1sc2ncnc(Sc3nnc4sc5ccccc5n34)c2c1C | 1% | 3% | 1.7% | -1%
CCc1ccc(NC(=O)CSc2nnc(-c3ccccn3)n2C)cc1 | -1% | 1% | 3.4% | -10%
O=C(O)CCSCC(=O)c1ccc2c(c1)OCCO2 | 31%[activator] | -14% | -1.6% | 5%
Cc1ccc(NC(=O)CSc2nnc(Cc3cccn3C)n2-c2ccc(F)cc2)c(C)c1 | -1% | 4% | 1.6% | -8%
CCOc1ccc(N2C(=O)CC(N(O)c3ccccc3)C2=O)cc1 (stereo unspecified) | 1% | -10% | 4.2% | -13%
Cc1nnc(NC(=O)CSc2nc3c(c(=O)n2C)SC(C)C3)s1 (stereo unspecified) | -9% | 3% | 0.4% | -14%
O=C(c1cccc(C(F)(F)F)c1)N1CCN(C2CCCCC2)CC1 | 0% | 2% | 1.5% | -7%
CCN1C(=O)C2C(c3cccc(F)c3)NC(C)(C(=O)OC)C2C1=O (stereo unspecified) | 10% | -5% | -0.3% | 5%
Cn1c(=O)[nH]c(=O)c2c1nc(CN1CCN(c3ccccc3)CC1)n2Cc1c(F)cccc1Cl | -15% | -1% | 3.9% | -4%[10.9 µM]
CN(C)c1ccc(-c2nc3ccc(Cl)cn3c2Nc2ccc3c(c2)OCCO3)cc1 | ? | -28% | 0.8% | 15%[10.9 µM]

6 compounds drawn at random from those above, as already listed:
SMILES | p53ts 39C tox | p53ts 32C kill | IkB signaling | Peg3 imprint
CCOC(=O)c1c(S(=O)(=O)NCC(=O)N2CCN(c3cc(C)ccc3C)CC2)c(C)n(C)c1C | -11% | 8% | -0.9% | -3%[10.9 µM]
CCOC(=O)N1CCC(NC(=O)CS(=O)(=O)Cc2nc(-c3ccc(C)cc3)oc2C)CC1 | 0% | -6% | -0.5% | -5%
CSc1nsc(SCC(=O)Nc2ccc3c(c2)OCCO3)n1 | -17% | 2% | -1.8% | -31%[inhibitor]
Cc1ccc(NC(=O)CSc2nnc(Cc3cccn3C)n2-c2ccc(F)cc2)c(C)c1 | -1% | 4% | 1.6% | -8%
CCC(=O)NCCN1CCN(C(=O)CC)CC1 | 4% | 0% | -0.9% | -6%
O=C(O)CCSCC(=O)c1ccc2c(c1)OCCO2 | 31%[activator] | -14% | -1.6% | 5%

More entries.
SMILES | p53ts 39C tox | p53ts 32C kill | IkB signaling | Peg3 imprint
CCOc1ccc(NC(=O)c2c(Nc3ccc(OC)cc3OC)sc(C(=O)c3ccc(Cl)cc3)c2N)cc1 | -10% | 14% | 0.5% | -6%[10.9 µM]
CCc1cccc(C)c1NS(=O)(=O)c1cc(-c2cc(C)no2)ccc1C | -12% | 1% | -0.1% | -3%[10.9 µM]
CC(=O)c1cc(F)c(N2CCN(C(=O)COc3ccc(F)cc3)CC2)cc1C | 7% | 13% | / | /
CCOC(=O)c1cccc(NC(=O)c2cc3sccc3n2Cc2ccc(Cl)cc2)c1 | ? | 2% | 1.0% | -21%[10.9 µM]
O=C(COc1cccc2cccnc12)Nc1nccs1 | ? | ? | ? | -47%[inhibitor]
COc1ccc(OCC(=O)N(Cc2cccc(OC)c2)C2CCS(=O)(=O)C2)cc1 (stereo unspecified) | -7% | 11% | -0.1% | -13%[10.9 µM]
CC(=O)N1CCN=C1SCc1ccc(C)cc1 | -5% | -11% | -4.9% | -9%
COc1ccc(-n2ccnc2SCC(=O)Nc2ccc3c(c2)OCO3)cc1 | ? | 3% | ? | -6%[10.9 µM]
CCC(=O)N1CC2(C)CN(C(=O)CC)CC(C)(C1)C2 | 22% | -7% | 1.3% | /
Cn1c(=O)[nH]c(=O)c2c1nc(N1CCCCC1)n2CC(O)CN1CCCCC1 (stereo unspecified) | 13% | 6% | 0.1% | -10%
CCOc1ccc(NS(=O)(=O)c2ccc(C)c(C(=O)O)c2)cc1 | -3% | -7% | / | /
Cc1cccc(NC(=O)CSC(N)=O)c1C | -3% | -9% | 3.8% | -27%
CCCc1c(O)nc(SCc2ccccc2)[nH]c1=O | 5% | 1% | -6.0% | 2%
COc1ccc(Br)c2c1-c1nc(NC(=O)c3ccccc3SC)sc1C2 | 14% | -3% | 9.1% | -13%[10.9 µM]
COC(=O)c1ccc(-n2nnc(-c3nc(-c4ccc5c(c4)OCO5)no3)c2C)cc1 | 3% | -5% | -1.5% | -2%[10.9 µM]
Cc1cc(C)cc(NC(=O)C2CCCN(c3nnc(-n4c(C)ccc4C)s3)C2)c1 (stereo unspecified) | -18% | -1% | 2.4% | -6%[10.9 µM]
COc1ccc(Cl)cc1CN1CCN(c2nc(C)cc(C)c2C#N)CC1 | 6% | -7% | 3.1% | -17%
O=Cc1ccc(OCc2ccccn2)cc1 | -14% | -26% | / | /
CN1CCN(CCCNc2nc3ccccc3c3nc(-c4ccccc4)nn23)CC1 | 6% | 2% | 0.6% | -9%
CCN(CC)c1ncnc2c1ncn2Cc1c(Cl)cccc1Cl | 21% | 10% | / | /
CC1(C)CC2CC(C)(CN2c2ncnc3ccccc23)C1 (stereo unspecified) | -4% | -3% | ? | -14%
Cc1nn(-c2ccccc2)c2sc(C(=O)N3CCc4ccccc4C3)cc12 | -14% | 1% | ? | -12%
COc1cccc(/C=C(\C#N)C(=O)Nc2ccc(NC(C)=O)cc2)c1OC | -12% | -1% | -1.0% | 13%[10.9 µM]
O=S(=O)(c1ccc(Cl)s1)N1CCN(c2ncccn2)CC1 | -9% | -1% | -0.3% | 4%
Cn1c(N)c(C(=O)COC(=O)C2(c3ccc(F)cc3)CCCC2)c(=O)n(C)c1=O | 2% | 0% | -0.6% | -17%
O=C(NCCc1ccccc1)c1cnc2sc(N3CCCCCC3)nn2c1=O | -7% | -5% | -0.7% | 14%[10.9 µM]
O=C(O)CC[P+](c1ccccc1)(c1ccccc1)c1ccccc1 | -4%[9.22 µM] | 2%[9.22 µM] | 0.2%[11.4 µM] | -7%[10.9 µM]
Cc1ccc(-c2nn3c(C)nnc3c3ccccc23)cc1S(=O)(=O)NCc1ccco1 | 8% | 11% | ? | -6%
CN(c1ccc(C(=O)NCc2ccccc2)cc1)S(C)(=O)=O | 1% | -12% | -2.6% | -4%
O=C(CCc1c[nH]c2ccccc12)NCC1CCCO1 (stereo unspecified) | 3% | 0% | -0.2% | -10%
CCN(CC)S(=O)(=O)N1CCC(C(=O)NC(C)CCc2ccccc2)CC1 (stereo unspecified) | 7% | 0% | 3.6% | -15%
CC(C)CCNC(=O)c1cn(C)c2ccc(S(=O)(=O)N3CCOCC3)cc2c1=O | 8% | 4% | 4.4% | -7%[10.9 µM]
Cc1ccccc1-c1nc(Cc2ccc(Cl)cc2)no1 | 10% | -3% | -2.5% | -10%
CCOC(=O)c1c(Nc2ccc(C)cc2)nnc(-c2ccccc2)c1-c1ccccc1 | -6% | 4% | ? | -20%[10.9 µM]
Cc1ccc(C2CC(c3cccc(C)c3)n3nc(N)nc3N2)cc1 (stereo unspecified) | -7% | 0% | 0.2% | -3%
O=S(=O)(c1ccccc1)c1nnn2c1nc(Nc1ccccc1)c1cc(Cl)ccc12 | ? | -5% | 2.5% | -5%[10.9 µM]
N=c1ccccn1CC(O)COc1ccccc1 (stereo unspecified) | 14% | 4% | -2.9% | 0%
O=C1CC(NC23CC4CC(CC(C4)C2)C3)C(=O)N1c1ccc2c(c1)OCO2 (stereo unspecified) | 9% | 5% | -2.5% | -11%
O=C(CSCc1cnn(-c2ccccc2)c1-n1cccc1)NCc1ccccc1Br | 17% | 7% | 0.1% | 5%[10.9 µM]
CCOCCN1CCN(c2c(C)c(C)nc3cc(-c4cc(OC)cc(OC)c4)nn23)CC1 | ? | -18% | -1.3% | 8%
O=C1c2ccccc2C(=O)N1CCc1nc2ccccc2c(=O)n1CCCn1ccnc1 | -27% | 5% | -0.5% | -7%
